From PubChem
T cell HTS: modulators of CD8 T cell-vesicle binding, primary screen, mouse 2C CD8+ T cells, flow cytometry; 2C CD8+ T cell-vesicle binding; hits give low values; calls only at 7 µM; 330,000 tested, 0.068% active; AID 2052, 2009;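 active means response, share of CD8 T cells binding vesicles, and their 90th percentile fluorescence all below set limits, cut at about 80% in these data, passing the limit was not always enough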
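Material: 2C TCR transgenic mouse naive CD8+ T cells, MACS-purified. Also added: QL9-charged Drosophila Ld/ICAM-1/B7-1 vesicles. Timing: binding 1.5 h at 37 °C. Measured by: high-throughput flow cytometry with anti-B7-1 and anti-CD8 staining. Read-out: percent CD8+ FL2 mean versus row control. Controls: Unloaded micro-vesicles (low), QL9 vesicles with 0.7% DMSO (high).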
T cell HTS vesicle-bound %: also measured in T cell HTS; calls as there; double positive events, %; measured here: CD8+ vesicle-bound cell fraction;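 binding gate set so that unloaded-vesicle control wells show 10% double positive cells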
* marks the source's active call; other numbers are inactive results; i = inactive. Some of the compounds tested. The share of hits here may be higher or lower than overall.

T cell HTS | T cell HTS vesicle-bound % | SMILES
i | 29 | CC(C)C[C@@H](NC(=O)[C@H]1CCCN1C(=O)Cc1ccccc1)C(N)=O
i | 45 | O=C(CSc1n[nH]c(-c2ccccn2)n1)Nc1ccccc1F
i | 67 | O=C(CC1C(=O)NCCN1Cc1cccc(F)c1)NC1CCCCCC1 (stereo unspecified)
i | 45 | Cc1cc(Cl)ccc1OCC(=O)OCC(=O)c1c(N)n(C)c(=O)n(C)c1=O
i | 62 | O=C(NCCCn1ccnc1)c1cccc(Br)c1
i | 12 | COc1cccc(NC(=O)Cn2nnc(C(=O)NCc3cccs3)c2N)c1
i | 39 | CN(C)CCCN(C(=O)COc1ccc(Cl)cc1)c1nc2cc3c(cc2s1)OCCO3
i | 49 | CCc1cccc(NC(=O)CN(C)C2=NS(=O)(=O)c3ccccc32)c1
i | 62 | CN1C(=O)C2(OCCCO2)c2ccccc21
i | 58 | Cc1cccc(CN2CCN(c3ncccn3)CC2)c1
i | 13 | CCOc1ccc(N2CC(C(=O)Nc3cccnc3)CC2=O)cc1 (stereo unspecified)
i | 15 | CCOC(=O)c1c(NC(=O)CSc2nccn2C)sc(C(=O)NC)c1C
i | 38 | CN(CC(=O)Nc1cccc(F)c1)C(=O)CSc1ccccc1
i | 15 | COc1ccccc1CNC(=O)CN1C(=O)N(C)C2(CCCCC2)C1=O
i | 29 | CC1CC(C)CN(S(=O)(=O)CCNC(=O)c2ccccc2)C1 (stereo unspecified)
i | 11 | N#Cc1ccccc1NC(=O)CSc1cn[nH]n1
i | 36 | C#CCN1c2ccccc2Sc2cccnc21
i | 46 | COc1ccc(C(=O)N2CCN(CCc3ccccn3)CC2)cc1
i | 69 | CCCOc1cccc(C(=O)N/N=C/c2ccoc2)c1
i | 23 | O=C(N/N=C/c1ccc(O)c(O)c1)c1cccc(S(=O)(=O)N2CCCC2)c1
i | 31 | Cc1oc2cc3oc(=O)c(CCC(=O)NCCC(=O)O)c(C)c3cc2c1C
i | 57 | CC(=O)c1ccc(NC(=O)C2CCCC2)cc1
i | 16 | COc1ccc(OC)c(S(=O)(=O)NC2CC2)c1
i | 50 | Cc1cccc(N2CCN(C(=O)c3ccc(CS(=O)Cc4ccc(Cl)cc4)o3)CC2)c1C (stereo unspecified)
i | 59 | CCC(C)C(=O)Nc1nnc(SCC(=O)NC2CCCC2)s1 (stereo unspecified)
i | 20 | COc1ccc(SC[C@H](Cc2ccccc2)N2CC[C@@H](O)CCC2=O)cc1
i | 18 | CC1CC1C(=O)OCC(=O)Nc1ccc(S(=O)(=O)N2CCOCC2)cc1 (stereo unspecified)
i | 26 | O=C(CCC(=O)c1cccs1)NNC(=O)c1ccc(Cl)cc1
i | 50 | CCC(=O)Nc1c2c(nn1-c1cccc(Cl)c1)CS(=O)(=O)C2
i | 50 | COc1cc(/C=C/C(=O)OCC(=O)Nc2cc(S(=O)(=O)N3CCOCC3)ccc2Cl)cc(OC)c1OC
i | 32 | Cc1onc(-c2ccccc2)c1C(=O)NCc1cccc(Cl)c1
i | 39 | O=C(CN(C(=O)c1csnn1)c1cccc(C(F)(F)F)c1)NC1CCCC1
i | 9 | CCOC(=O)Cc1csc(N/N=C\c2ccc(N(C)C)cc2)n1
i | 41 | CCN(CC(=O)NCc1cccs1)C(=O)Cc1ccc(C)c(C)c1
i | 60 | N#Cc1cccc(C(=O)OCC(=O)NCc2ccco2)c1
i | 59 | Cc1cc(-c2csc(Nc3ccccn3)n2)ccc1F
i | 19 | Cc1ccc2c(C)c(C(=O)N(C)CCC3CCCCO3)oc2c1C (stereo unspecified)
i | 27 | CCOc1ccccc1OCCC(=O)NNC(=O)Cn1nc(C)cc1C
i | 58 | Cc1cc(C)cc(OCCn2nnc3ccccc32)c1
i | 42 | Cc1ccc(S(=O)(=O)N[C@H](C(=O)OCC(=O)NC(=O)C2CCCCC2)C(C)C)cc1

7 entries from above, set out differently:
SMILES	T cell HTS	T cell HTS vesicle-bound %
O=C(CN(C(=O)c1csnn1)c1cccc(C(F)(F)F)c1)NC1CCCC1	i	39
CCOC(=O)Cc1csc(N/N=C\c2ccc(N(C)C)cc2)n1	i	9
CCN(CC(=O)NCc1cccs1)C(=O)Cc1ccc(C)c(C)c1	i	41
N#Cc1cccc(C(=O)OCC(=O)NCc2ccco2)c1	i	60
Cc1cc(-c2csc(Nc3ccccn3)n2)ccc1F	i	59
Cc1ccc2c(C)c(C(=O)N(C)CCC3CCCCO3)oc2c1C (stereo unspecified)	i	19
CCOc1ccccc1OCCC(=O)NNC(=O)Cn1nc(C)cc1C	i	27

The listing continues:
T cell HTS | T cell HTS vesicle-bound % | SMILES
i | 28 | Cc1ccc(-c2nc3ccccc3c(=O)n2N)cc1
i | 40 | COc1ccc(N2C(=NC(=O)C3CCCCC3)SC3CS(=O)(=O)CC32)cc1OC (stereo unspecified)
i | 12 | CC1CCCCC1NC(=O)CCn1ccc2cc(S(=O)(=O)N3CCCC3)ccc21 (stereo unspecified)
i | 34 | CCCCn1c(N)c(N(CCOC)C(=O)COC(=O)COc2cc(C)c(Cl)cc2C(C)C)c(=O)[nH]c1=O
i | 45 | Cc1ccccc1C(=O)N1CCC(C(=O)N2CCN(Cc3ccc4c(c3)OCO4)CC2)CC1
i | 11 | Cc1ccc(NC(=O)CCc2c(C)nn(-c3ccc(N4CCCCC4)nn3)c2C)cc1C
i | 43 | N#Cc1ccccc1COC(=O)c1ccc(Br)o1
i | 29 | COc1ccccc1CNC(=O)N1CCN(S(=O)(=O)c2ccc(Cl)cc2)CC1
i | 63 | O=C(Nc1ccc(F)cc1)C1CCCN(S(=O)(=O)c2cccc3nonc23)C1 (stereo unspecified)
i | 66 | CC(C(=O)Nc1ccccc1Br)N1c2cccc3cccc(c23)S1(=O)=O (stereo unspecified)
i | 14 | O=C(CNC(=O)c1ccc(Cl)cc1Cl)NCC1CCCO1 (stereo unspecified)
i | 48 | Cc1cccc(C)c1NC(=O)C1CCN(C(=O)c2cccs2)CC1
i | 18 | CC1CCCCC1NC(=O)C1CC(=O)N(Cc2ccccc2)C1 (stereo unspecified)
i | 14 | CC(O)CO (stereo unspecified)
i | 9 | C=CC[C@@H](CC(=O)NCCO)C(=O)NC[C@@H](OC(=O)[C@H](CC=C)CC(=O)OC(C)(C)C)c1ccccc1
i | 31 | COc1ccc(NC(=O)Cn2nnc(C(=O)NCc3ccco3)c2N)cc1
i | 26 | COc1cccc(-c2csc(NC(=O)Nc3ccccc3)n2)c1
i | 19 | O=C(COC(=O)Cc1c(F)cccc1Cl)NNC(=O)c1ccccc1
i | 54 | O=C(Nc1cccc(S(=O)(=O)N2CCCCCC2)c1)C1CCN(C(=O)c2ccc(F)cc2)CC1
i | 66 | CCc1ccc(CN2CCC(n3nccc3NC(=O)c3cccc(F)c3)CC2)cc1
i | 26 | CC(=O)c1ccc(N(CC(=O)NC2CCCC2)C(=O)c2ccc(C)s2)cc1
i | 54 | Cc1[nH]c(=O)[nH]c(=O)c1S(=O)(=O)Nc1ccc(S(N)(=O)=O)cc1
i | 43 | Cc1ccc(NS(=O)(=O)c2ccc(-c3cnc(C4CC4)o3)cc2)c(C)c1
i | 39 | c1ccc(CCc2cc3ccccc3[nH]2)cc1
i | 38 | C=CCOc1ccc(CN(C)C(=O)c2ccc(CNS(=O)(=O)c3ccc(C)c(C)c3)cc2)cc1
i | 44 | O=C(NOCc1ccccc1)c1ccc(Cl)cc1Cl
i | 26 | O=S(=O)(c1ccc(S(=O)(=O)N2CCCC2)cc1)N1CCCCC1
i | 51 | COc1ccccc1C(=O)NC(C(=O)NCCc1nc2ccccc2[nH]1)=C(C)C
i | 37 | COCCCNc1nc(N)c([N+](=O)[O-])c(N2CCCCCC2)n1
i | 35 | N#Cc1ccsc1NC(=O)CCS(=O)(=O)c1ccccc1
i | 10 | COc1cc(NC(=O)[C@H](C)NC(=O)N2CCn3c2nc2ccccc23)cc(OC)c1
i | 49 | O=C(CCCOC(=O)c1ccc(O)cc1)c1ccccc1
i | 22 | CC(Oc1ccc(F)cc1)C(=O)Nc1cc(S(=O)(=O)N2CCOCC2)ccc1N1CCCCC1 (stereo unspecified)
i | 52 | CN(C(=O)c1ccc(NC(=O)c2ccco2)cc1)c1ccccc1
i | 15 | CCN1CCN(C(=O)c2cc(S(=O)(=O)N3CCCCC3)ccc2Cl)CC1
i | 49 | Cc1ccc(C)c(S(=O)(=O)N2CCCCC2CCNC(=O)C(=O)NC2CCCC2)c1 (stereo unspecified)
i | 40 | CN(C(=O)CCNC(=O)Cn1cnc2ccccc2c1=O)c1ccc(Br)cc1
i | 22 | Cc1nc2c(sc(=S)n2Cc2ccco2)c(=O)n1CC(=O)Nc1ccccc1F
i | 32 | O=C(c1ccc(-c2ccc([N+](=O)[O-])cc2)o1)N1CCN(S(=O)(=O)c2cccs2)CC1
i | 7 | CC(Cn1cncn1)C(=O)N1CCN(S(=O)(=O)c2ccccc2)CC1 (stereo unspecified)
i | 30 | Cc1ccc(C(=O)OCC(=O)NC2CCCC2)cc1
i | 13 | COC(=O)C(c1ccccc1)N(Cc1cccc(CN(C(C(=O)OC)c2ccccc2)S(C)(=O)=O)c1)S(C)(=O)=O (stereo unspecified)
i | 14 | C/C(=N/NC(=O)c1ccc2c(c1)OCO2)c1ccc(NC(=O)c2ccc(F)cc2)cc1
i | 34 | CC1(c2cccc(Br)c2)NC(=O)N(CC(=O)N2CCc3ccccc32)C1=O (stereo unspecified)
i | 12 | CCOC(=O)C1CCCN(S(=O)(=O)c2cc(Br)cc3c2N(C(C)=O)CC3)C1 (stereo unspecified)
i | 9 | COc1ccc(S(=O)(=O)NCc2cccnc2)cc1C(=O)Nc1ccccc1
i | 7 | CC(C)Cn1c(=O)c(CCC(=O)Nc2ccc(N3CCOCC3)cc2)nc2cc(Cl)ccc21
i | 32 | CCOc1ccc(C(=O)OCC(=O)N2CCOCC2)cc1OCC
i | 26 | CC(C)(C)c1ccc(C(=O)N2CCC(C(=O)c3ccccc3)CC2)cc1
i | 18 | O=C(NC1CCCC1)C(c1ccncc1)N(C(=O)c1csnn1)c1ccccc1F (stereo unspecified)
i | 28 | CC1CCCCC1NC(=O)C1CCC(CNS(=O)(=O)c2cccc3cccnc23)CC1 (stereo unspecified)
i | 22 | COc1ccc(NC(=O)C(=O)NNC(=O)COc2ccc(OC)cc2)cc1
i | 38 | Cc1cc(C)cc(OCc2nnc(SCC(=O)N3CCCCC3)o2)c1
i | 10 | CCCCCOc1ccc(/C=N/NC(=O)c2nnn(-c3nonc3N)c2CN2CCCCCC2)cc1
i | 28 | COc1ccc(OC)c2sc(N3CCN(C(=O)c4ccc5ncsc5c4)CC3)nc12
i | 17 | Cc1nn(CC(=O)Nc2cc(S(=O)(=O)N3CCOCC3)ccc2Cl)c(C)c1[N+](=O)[O-]
i | 22 | Cc1cc(Cl)cc(C)c1OCC(=O)N1CCN(c2ncccn2)CC1
i | 32 | Cc1cc(NC(=O)Cc2ccccc2[N+](=O)[O-])no1
i | 43 | Cc1ccc(C(=O)O/N=C(\N)c2ccccn2)cc1C
i | 20 | Cc1cccc(N2CCN(S(=O)(=O)c3cccs3)CC2)c1C

Remaining list, next part.
T cell HTS | T cell HTS vesicle-bound % | SMILES
i | 20 | COc1ccc(OC)c(N(C(=O)c2snc(C(N)=O)c2N)C(C(=O)NCc2ccccc2)c2ccc(O)cc2)c1 (stereo unspecified)
i | 37 | CN(CC(=O)Nc1c(Cl)cccc1Cl)C(=O)Cc1ccc(S(=O)(=O)N2CCOCC2)s1
i | 46 | Cc1cc(C)cc(NC(=O)C2CCCN2S(=O)(=O)c2ccc3c(c2)n(C)c(=O)c(=O)n3C)c1 (stereo unspecified)
i | 63 | CCCCNC(=O)N1CCCC(N(C)CCc2ccc(OC)c(OC)c2)C1 (stereo unspecified)
i | 19 | Cn1c(-c2ncc(F)cc2F)cc2onc(-c3c(F)cccc3Cl)c2c1=O
i | 27 | OC(CN1CCC(Cc2ccccc2)CC1)c1ccccc1 (stereo unspecified)
i | 10 | Cc1ccc([C@@H]2[C@@H]3C(=O)N(c4ccccc4)C(=O)[C@@H]3[C@]3(C)C(=O)N(Cc4ccc(-c5ccccc5)cc4)CC(=O)N23)o1
i | 42 | Cc1ccc(-c2noc(CCCC(=O)NCC3CCCO3)n2)cc1 (stereo unspecified)
i | 17 | c1ccc(C[C@H]2CN=C(Nc3ccccc3)N2CCC2CCCC2)cc1
i | 57 | O=C(CNC(=O)c1ccc(=O)[nH]c1)Nc1ccc(F)c(F)c1

Reformatted field by field: entries from further up
> Cc1ccc([C@@H]2[C@@H]3C(=O)N(c4ccccc4)C(=O)[C@@H]3[C@]3(C)C(=O)N(Cc4ccc(-c5ccccc5)cc4)CC(=O)N23)o1
  T cell HTS: i	T cell HTS vesicle-bound %: 10
> Cc1ccc(-c2noc(CCCC(=O)NCC3CCCO3)n2)cc1 (stereo unspecified)
  T cell HTS: i	T cell HTS vesicle-bound %: 42
> c1ccc(C[C@H]2CN=C(Nc3ccccc3)N2CCC2CCCC2)cc1
  T cell HTS: i	T cell HTS vesicle-bound %: 17
> O=C(CNC(=O)c1ccc(=O)[nH]c1)Nc1ccc(F)c(F)c1
  T cell HTS: i	T cell HTS vesicle-bound %: 57

Fetched one by one from the entries so far:
T cell HTS | T cell HTS vesicle-bound % | SMILES
i | 10 | Cc1ccc([C@@H]2[C@@H]3C(=O)N(c4ccccc4)C(=O)[C@@H]3[C@]3(C)C(=O)N(Cc4ccc(-c5ccccc5)cc4)CC(=O)N23)o1
i | 46 | Cc1cc(C)cc(NC(=O)C2CCCN2S(=O)(=O)c2ccc3c(c2)n(C)c(=O)c(=O)n3C)c1 (stereo unspecified)
